From PubChem BioAssay
GPR151 activ = activators of human GPR151; Q8TDV0; PathHunter beta-arrestin GPR151 cells, luminescence; activation, % at 11.2 µM; actives 1% (n = 650,000); in the data active = activation above about 4.9%;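 also: 0% = median of compound wells and 100% = cells with positive control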
Target sequence (Q8TDV0 whole entry, looked up): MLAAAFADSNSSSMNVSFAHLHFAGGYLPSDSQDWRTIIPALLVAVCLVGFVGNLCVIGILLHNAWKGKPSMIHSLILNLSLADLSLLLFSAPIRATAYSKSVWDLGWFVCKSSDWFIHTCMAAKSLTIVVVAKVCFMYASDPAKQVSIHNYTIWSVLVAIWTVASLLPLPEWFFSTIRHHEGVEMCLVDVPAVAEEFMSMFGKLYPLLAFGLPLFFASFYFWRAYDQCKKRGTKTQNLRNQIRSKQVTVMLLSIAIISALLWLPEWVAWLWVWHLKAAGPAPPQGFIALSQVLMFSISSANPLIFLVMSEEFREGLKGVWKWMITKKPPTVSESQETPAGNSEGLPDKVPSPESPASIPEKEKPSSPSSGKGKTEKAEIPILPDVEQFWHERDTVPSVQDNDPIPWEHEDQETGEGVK
FBW7 activator = activators of human E3 ligase FBW7 | Q969H0 | AlphaScreen FBW7–phospho-cyclin E peptide binding, activator screen | normalized activity (activation), % at 26.1 µM | actives 0.13% (n = 650,000); in the data active = normalized activity above about 1.9%;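 also: purified mutant Fbw7 with reduced substrate affinity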
TEAD-YAP block = TEAD-YAP interaction inhibition | HEK-TIYL cells, TEAD-Gal4/YAP UAS-luciferase luminescence | AID 1259422 | inhibition, % at 9.12 µM | actives 1.4% (n = 640,000); in the data active = inhibition above about 32%;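 also: 0% = median of test compound wells and 100% = reference inhibitor wells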
MITF primary = inhibitors of human MITF; O75030; AlphaScreen MITF homodimerization, bead proximity signal; inhibition, % at 2.6 µM; actives 0.91% (n = 650,000); AID 1259374; in the data active = inhibition above about 50%;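 also: 0% = vehicle wells with protein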
Target sequence (O75030 whole entry, looked up): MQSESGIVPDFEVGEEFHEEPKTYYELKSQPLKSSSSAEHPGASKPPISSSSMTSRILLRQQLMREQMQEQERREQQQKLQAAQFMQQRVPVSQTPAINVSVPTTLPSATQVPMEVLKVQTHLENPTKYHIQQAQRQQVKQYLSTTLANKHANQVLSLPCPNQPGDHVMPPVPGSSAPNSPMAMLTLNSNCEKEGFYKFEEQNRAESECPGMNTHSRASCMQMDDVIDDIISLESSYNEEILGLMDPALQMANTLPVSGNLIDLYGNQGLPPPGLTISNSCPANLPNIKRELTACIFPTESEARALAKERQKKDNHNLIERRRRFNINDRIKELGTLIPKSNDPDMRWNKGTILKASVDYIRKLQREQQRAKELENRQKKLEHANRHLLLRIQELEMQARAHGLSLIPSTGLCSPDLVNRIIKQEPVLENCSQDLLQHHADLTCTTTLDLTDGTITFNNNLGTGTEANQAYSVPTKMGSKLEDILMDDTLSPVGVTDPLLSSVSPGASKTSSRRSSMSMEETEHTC
* hit, by the source's call.

SMILES	GPR151 activ	FBW7 activator	TEAD-YAP block	MITF primary
Cc1cc2c(c(=O)n1Cc1ccccn1)C(c1cccnc1)C(C#N)=C(N)O2 (stereo not drawn)	0.7	-0.1	4.3	-5.5
O=[N+]([O-])c1ccc2c(c1)CSc1nc3ccccc3n1-2	0.3	0.6	-0.7	2.0
Cc1cc(-c2cn3c4c(nnc3n2)CCCC4)ccc1NC(=O)CN1CCCC1=O	0.2	-0.1	-0.7	-3.5
O=C(Nc1cc(Cl)cc(Cl)c1)/C(=C/c1cccc([N+](=O)[O-])c1)NC(=O)c1ccccc1Br	-2.1	0.8	11.6	13.4
C1CCN(c2nc(N3CCCC3)nc(N3CCNCC3)n2)C1	-1.1	-0.2	10.2	-11.3
O=C(NNC(=O)c1ccccc1Br)c1ccc(SCC2CCCO2)c([N+](=O)[O-])c1 (stereo not drawn)	0.3	-0.1	-3.6	4.0
CC(=O)c1cc(CN2C(=O)c3ccccc3C2=O)cs1	-1.1	0.0	8.3	2.0
C/C(=N/NC(=O)c1ccccn1)c1ccc(Cl)cc1	-3.9	0.0	-8.1	26.6
CC(C)CN1C(=O)C(=O)N(CC(=O)N(C)CC(=O)Nc2ccc(F)cc2)C1=O	1.7	0.1	-4.3	3.4
COCCNC(=S)Nc1ccc(Br)cc1	2.0	0.0	-10.1	8.7
O=C(Nc1ccc(F)cc1)N1CCN(c2ccc(Nc3ccncc3)nn2)CC1	0.2	-0.2	-1.7	-16.6
COc1ccc(OCC(O)Cn2c(Br)nc3c2c(=O)n(C)c(=O)n3C)cc1 (stereo not drawn)	-0.9	0.1	12.5	-8.9
CCCNc1nc(N2CCc3ccccc3C2)nc2nc[nH]c12	2.5	0.0	-0.5	-2.1
Cc1cccc(Nc2nc(C)cc(C)c2C#N)c1	-0.6	-0.1	-3.5	-0.8
CCNC(=O)c1cc(=O)oc2cc(OCc3ccc(Cl)cc3)ccc12	0.9	-0.1	1.8	4.4
COc1ccc(-c2csc(NC(=O)c3cc(Cl)cc(Cl)c3)n2)cc1	0.4	0.0	7.5	6.4
Cc1ccc(C)c(N=C(NO)C(=Nc2cc(C)ccc2C)NO)c1	1.1	0.0	12.9	7.3
CN(CC(=O)NC1CC(C)(C)NC(C)(C)C1)S(=O)(=O)c1ccc2ccccc2c1	-1.3	-0.1	-4.8	-5.9
CC1(c2ccccc2Br)NC(=O)N(CC(=O)N2CCc3ccccc3C2)C1=O (stereo not drawn)	0.5	0.0	2.8	6.9
C=CCN(c1ccc(C(=O)NCCCOC)cc1)S(C)(=O)=O	1.3	0.0	13.7	-2.6
O=C(NC1CCCCCC1)c1cnc(N2CCN(c3ccccn3)CC2)c2ccccc12	-0.5	-0.1	6.0	12.3
Cc1ccc(NC(=O)C2(NS(=O)(=O)c3cccc4cccnc34)CCCCC2)cc1	-0.4	0.0	-5.0	7.3
COc1ccc(C2CC(c3ccccc3)=NN2C(=O)CCC(=O)O)cc1 (stereo not drawn)	2.5	-0.1	6.2	8.5
CN(CC(=O)NC1CCCCC1)S(=O)(=O)c1ccc2[nH]c3c(c2c1)CCCC3	0.8	0.0	5.9	0.1
O=C(CCC(=O)n1ncc2ccccc21)NC1CCCCC1	0.0	-0.1	-9.4	-8.1
CCOc1ccc(/C=C/C(=O)Nc2cccc(C(C)=O)c2)cc1	0.8	-0.2	-40.4	-15.2
O=C(c1ccc(-n2c(=S)[nH]c3ccccc3c2=O)cc1)N1CCN(c2ccccn2)CC1	1.4	0.0	12.6	5.1
CCC(=O)Nc1nnc(SCC(=O)NCC2CCCO2)s1 (stereo not drawn)	3.1	-0.7	0.6	-1.5
C#CCN1CCC(N2CCN(Cc3cccc(OC)c3)CC2)CCC1=O (stereo not drawn)	-0.7	0.0	-1.6	-23.3
NC(=O)c1ccc(-c2nc(C(=O)NCc3cccc(C(F)(F)F)c3)cs2)cc1	-0.8	0.0	-4.9	5.7

For reference, part of the list above.
SMILES	GPR151 activ	FBW7 activator	TEAD-YAP block	MITF primary
CC1(c2ccccc2Br)NC(=O)N(CC(=O)N2CCc3ccccc3C2)C1=O (stereo not drawn)	0.5	0.0	2.8	6.9
C=CCN(c1ccc(C(=O)NCCCOC)cc1)S(C)(=O)=O	1.3	0.0	13.7	-2.6
O=C(NC1CCCCCC1)c1cnc(N2CCN(c3ccccn3)CC2)c2ccccc12	-0.5	-0.1	6.0	12.3
Cc1ccc(NC(=O)C2(NS(=O)(=O)c3cccc4cccnc34)CCCCC2)cc1	-0.4	0.0	-5.0	7.3
COc1ccc(C2CC(c3ccccc3)=NN2C(=O)CCC(=O)O)cc1 (stereo not drawn)	2.5	-0.1	6.2	8.5
CN(CC(=O)NC1CCCCC1)S(=O)(=O)c1ccc2[nH]c3c(c2c1)CCCC3	0.8	0.0	5.9	0.1
O=C(CCC(=O)n1ncc2ccccc21)NC1CCCCC1	0.0	-0.1	-9.4	-8.1
CCOc1ccc(/C=C/C(=O)Nc2cccc(C(C)=O)c2)cc1	0.8	-0.2	-40.4	-15.2
O=C(c1ccc(-n2c(=S)[nH]c3ccccc3c2=O)cc1)N1CCN(c2ccccn2)CC1	1.4	0.0	12.6	5.1
CCC(=O)Nc1nnc(SCC(=O)NCC2CCCO2)s1 (stereo not drawn)	3.1	-0.7	0.6	-1.5
C#CCN1CCC(N2CCN(Cc3cccc(OC)c3)CC2)CCC1=O (stereo not drawn)	-0.7	0.0	-1.6	-23.3
NC(=O)c1ccc(-c2nc(C(=O)NCc3cccc(C(F)(F)F)c3)cs2)cc1	-0.8	0.0	-4.9	5.7

New compounds follow:
SMILES	GPR151 activ	FBW7 activator	TEAD-YAP block	MITF primary
CCNC(=O)NC(=O)C(C)OC(=O)C1Cc2ccccc2CN1S(C)(=O)=O (stereo not drawn)	0.5	0.2	-6.1	-6.5
COc1cccc(CN2CCCC(C)C2)c1O (stereo not drawn)	0.6	0.2	8.6	19.9
O=C(Nc1ccc(Cl)cc1)N1CCN(c2ccc3nncn3n2)CC1	0.5	0.0	-5.6	-14.7
COc1ccc(N(Cc2nnc3n2CCCCC3)C(=O)Nc2cccc(C)c2)cc1	-1.9	1.1	5.7	18.6
COc1ccc(NC2SC(=O)N(c3ccccc3)C2=O)cc1 (stereo not drawn)	-0.2	0.1	-47.6	3.5
CCn1c2cc(C)sc2c2cnn(CC(=O)NCc3cccs3)c(=O)c21	-0.6	0.1	2.5	8.9
CCC(=O)OCC(=O)Nc1ccc(OC)cc1[N+](=O)[O-]	0.8	0.3	3.8	10.3
Nc1nc(SCc2ccc(Br)cc2)nc2sc3c(c12)CCN(Cc1ccccc1)C3	-1.3	-0.2	-7.7	-8.8
O=C(NCCCc1ccccc1)C1(c2cccs2)CCOCC1	-0.8	0.6	-5.8	-8.9
COc1ccc(NC(=O)CCC(=O)N/N=C/c2ccc(Br)cc2)cc1	0.8	-0.1	-8.3	-20.2
Cc1ccccc1Cn1c(=O)c2c(ncn2Cc2ccccc2)n(C)c1=O	-0.2	-0.1	-1.9	3.5
COc1cccc(C2(O)CCN(C(=O)C(C)C)CC2)c1	0.9	0.1	6.8	2.2
CCOc1ccc(N2C(=O)N(c3cccc(Cl)c3)C3CS(=O)(=O)CC32)cc1 (stereo not drawn)	-0.1	-0.1	-1.3	5.3
CC(C)C(c1c(O)[nH]c(=S)[nH]c1=O)C(C#N)C#N (stereo not drawn)	-1.5	-0.1	0.6	9.9
O=C1N=C(N2CCCCC2)S/C1=C\c1cccc(O)c1	-0.5	0.1	-14.1	3.9
NC(=O)CN1C(=O)C(=O)N(C2CCCC2)C1=O	1.9	-0.2	-6.5	4.1
Cc1ccc([N+](=O)[O-])cc1S(=O)(=O)Nc1ccccc1C(=O)O	2.4	0.1	0.2	1.2
Cc1c(C(=O)NCc2ccc(F)cc2)sc2ncnc(N3CCOCC3)c12	-0.4	-0.2	-11.4	-13.4
CCC(=O)C1CCCN(C(=O)CCc2nnc(C3(c4ccc(Cl)cc4)CCC3)o2)C1 (stereo not drawn)	-0.7	-0.1	-49.3	5.4
CCC1CN(CCC(=O)NC(C)Cc2cccnc2)Cc2ccc(Cl)cc2O1 (stereo not drawn)	0.8	0.0	-3.6	5.2
O=C(COc1ccccc1[N+](=O)[O-])N/N=C/c1ccc2ccccc2c1	0.8	0.0	-7.1	16.0
O=C(NCCc1ccc(Cl)cc1)c1ccc2c(=O)n(Cc3ccccc3)c(=S)[nH]c2c1	-1.6	0.5	0.4	23.1
CCc1ccc(S(=O)(=O)N2CCN(c3ccc(-c4cccnc4)nn3)CC2)s1	0.3	-0.1	2.5	11.7
O=C(Nc1sc2c(c1C(=O)N1CCCC1)CCC2)c1ccccc1F	-5.5	0.1	10.4	3.1
Brc1cccc(OCCCNC2CCCC2)c1	0.1	0.2	6.1	36.5
O=C(Cc1ccccc1)NCCSCc1cccc(Cl)c1	-0.4	0.1	7.8	11.0
O=C1C2ON(c3ccc(Cl)cc3)C(c3cccs3)C2C(=O)N1Cc1ccccc1 (stereo not drawn)	0.8	-0.3	3.6	-0.4
Cc1nc2c(c(=O)[nH]1)CCN(Cc1ccc3ccccc3n1)C2	1.3	0.0	1.2	0.1
COc1cc(NS(=O)(=O)c2ccc(NC(=O)c3ccc(F)cc3)cc2)nc(OC)n1	0.0	0.0	0.5	0.9
Cc1c(C(=O)N2CCN(c3ccc(F)cc3)CC2)sc2ncnc(N3CCN(c4ccccn4)CC3)c12	-0.6	-0.2	21.3	1.9
O=C(CSc1nc(NCc2ccc(Cl)cc2)c2ccccc2n1)NCC1CCCO1 (stereo not drawn)	-1.1	-0.2	7.5	4.5
CCSc1nnc2nc(C)cc(C)n12	-0.8	0.0	-3.8	10.1
COc1ccc(C2=NN(C(C)=O)C(c3cc4ccc(C)cc4nc3Cl)C2)cc1 (stereo not drawn)	2.1	-0.1	-10.2	-13.0
COc1cccc(C(=O)Nc2ccc(OC)c(Cl)c2)c1	-4.9	-0.1	-13.7	-4.5
COCCCN1C(=O)/C(=C\c2cccc(Cl)c2Cl)C(C(=O)OC)=C1C	-0.3	-0.7	-4.1	-13.8
CCOC(=O)C1=NN(C(=O)Cc2ccccc2)C(O)(C(C)(C)C)C1 (stereo not drawn)	0.1	0.3	12.9	-5.8
Cn1c(=O)[nH]c(N2CCOCC2)c(Cc2cccc(Cl)c2)c1=O	0.4	0.2	-1.3	0.2
CCOc1cccc2sc(=NC(=O)c3ccc(S(=O)(=O)N(C)C)cc3)n(C)c12	1.2	0.1	-9.4	-8.5
O=C(Nc1cccc(Cl)c1Cl)c1cnccn1	-1.3	-0.1	-1.1	8.0
CCOc1cc2c(C#N)c(N3CCOCC3)nc(N)c2c(N)n1	-1.3	0.0	-4.3	7.5
Nc1nc(SCCOc2ccc(Br)cc2)n[nH]1	0.7	0.0	-4.4	-0.2
O=C1C(C=NC2CCCCCC2)=C(O)c2ccccc21	-2.8	0.5	14.8	-7.9
CCCCCNC(=O)c1c[nH]c2ccc(S(=O)(=O)N(C)c3ccc(C)c(C)c3)cc2c1=O	0.9	0.6	-12.3	13.3
Cc1cc(Br)ccc1NC(=O)c1sc2ncn(CC(=O)N3CCN(c4ccccn4)CC3)c(=O)c2c1C	-0.8	0.1	3.4	-7.0
CC1CN(C(=O)C(C)N2C(=O)c3ccccc3C2=O)CC(C)O1 (stereo not drawn)	-0.5	0.1	-1.1	2.8
CSc1cccc(NC(=O)C2CCCN2S(=O)(=O)c2cccc3cccnc23)c1 (stereo not drawn)	-0.7	0.1	-19.2	8.2
N#Cc1ccc(Cl)cc1NC(=O)CSc1ncccn1	-1.0	0.0	12.4	-1.9
Cc1ccc(CN(C(=O)C(C)Oc2ccccc2Cl)C2CCS(=O)(=O)C2)o1 (stereo not drawn)	0.4	-0.2	-1.8	-13.8
Cc1ccc(-n2c(=S)sc3c(=O)n(-c4ccc(F)cc4)c(SCC(=O)Nc4ccc(N(C)C)cc4)nc32)cc1C	-0.1	-0.3	10.8	-0.4
CC(C)CNS(=O)(=O)c1cc(C(=O)OCC(=O)N(C)C)c(Cl)cc1Cl	-0.6	-0.1	-1.2	2.2
CC(=O)/C=C/n1c(=S)oc2ccccc21	-0.6	0.0	57.1*	7.2
O=C(CN1CCCCC1)N/N=C/c1cccc2ccccc12	-0.5	0.1	-6.9	6.1
CCC(Oc1ccccc1)C(=O)NCCc1ccc(OC)cc1 (stereo not drawn)	0.3	-0.2	-12.7	5.1
COCCNC(=O)Nc1ccc2nc(-c3ccco3)c(-c3ccco3)nc2c1	0.3	-1.1	11.8	87.1*
O=C1CC(n2nnn(-c3ccccc3)c2=S)C2COC1O2 (stereo not drawn)	0.2	-0.3	3.6	-2.8
O=C(NCc1cccs1)C(=O)Nc1ccc(F)cc1F	-0.8	-0.2	-85.6	-4.5
Cc1ccccc1OCCOc1cccc(-c2nc3sc4c(c3c(=O)[nH]2)CCCC4)c1	2.0	0.3	-35.2	3.0
Cc1cccc(NC(=O)CSc2ccc(-n3cccn3)nn2)c1C	-0.4	0.0	-5.2	-6.9
CN(C)c1ccc(C(=O)Nc2cc(C(N)=O)c(Cl)cc2Cl)cc1	-0.8	-0.1	-8.1	-5.7
O=C(O)c1c(CNCc2ccc3c(c2)OCO3)c2ccccc2n1Cc1ccccc1Cl	2.2	-0.2	-6.5	0.0

Further records:
SMILES	GPR151 activ	FBW7 activator	TEAD-YAP block	MITF primary
CN1C(=O)c2ccc(-c3ccc4c(c3)C(=O)N(C)C4=O)cc2C1=O	0.2	-0.2	-15.3	-3.3
Nc1nonc1-n1nnc(C(=O)N/N=C/c2cccc(Cl)c2)c1-c1ccccc1	0.5	0.4	4.5	4.6
O=C(O)COc1ccc(NC(=O)C2CCCCC2)cc1	0.5	-0.1	-4.6	-8.6
CCOC(=O)c1c(NC(=O)C(C)Sc2nnc(CNC(=O)c3ccc(OC)c(OC)c3)n2C2CCCCC2)sc2c1CCCC2 (stereo not drawn)	0.1	0.0	-7.4	-12.2
